High-throughput results: PubChem, several laboratories
Yeast lifespan up: compounds extending yeast replicative lifespan, primary screen, S. cerevisiae, OD615; S. cerevisiae growth with nicotinamide; deaD strain in restrictive glucose medium; inhibition of the nicotinamide effect, % at 10 µM; 130,000 compounds, 0.68% hits;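 active = inhibition above a set limit, placed 3 SD over the median of all compounds, cut at about 26% in these data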;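 note: 0% = nicotinamide-treated wells and 100% = cells grown without nicotinamide; some compounds called inactive have numbers as strong as hits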
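System: DeaD-strain S. cerevisiae / Buffer or medium: CSMM-D, restrictive glucose (dextrose) synthetic minimal medium / Probe or stimulus: nicotinamide, 1.5 mM, co-present with compound / Compound: one concentration, 10 µM, DMSO 0.25% / Incubation: 48 h compound exposure at 30 °C, humidified / Technique: optical density (absorbance) at 615 nm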
MRP-1 activ: H69AR viability gain despite doxorubicin, primary screen, MRP-1 activator project, H69AR cells, CellTiter-Glo; viability increase, % at 10 µM; AID 799, 2007; viability rescue; 140,000 compounds, 0.61% hits;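 active = viability gain under doxorubicin at or above a set limit, the compound median plus 3 SD, cut at about 4.7% in these data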;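 note: MRP-1 overexpressing cells given doxorubicin 25 µM after compound pretreatment; 18-22 h compound pretreatment then 72 h with doxorubicin before readout; 0% = doxorubicin-only wells and 100% = vehicle-treated cells without doxorubicin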
HCT116 PTEN-null: growth suppression of PTEN-null HCT116, primary screen, cell-based, CellTiter-Glo; 140,000 compounds, 1.2% hits; viability, % at 10 µM; HCT116 PTEN-null viability, 60 h; active compounds read low;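 active = viability at or below a set limit, 4 SD under the median of all tested compounds, cut at about 3.7% in these data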;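 note: PTEN knockout HCT116 line with beta catenin targeted HCT116 as companion control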
Phagocyt inh: inhibitors of macrophage phagocytosis, primary screen, imaging, J774A.1 cells, IgG beads; J774A.1 macrophage IgG-bead phagocytosis; inhibition, % at 5 µM; 110,000 compounds, 0.07% hits;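 active = inhibition above the mean of the plate negative controls plus 5 SD, cut at about 13% in these data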;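 note: phagocytic index as fraction of beads internalized from green versus red external bead signal; plate controls were DMSO negative control for no effect and cytochalasin-D positive control for full effect; some results beyond the cut were filed as inactive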
HCT116 bCat-KO: primary screen for growth suppressors in beta-catenin knockout HCT116 cells (colon tumor, human) | HCT116 beta-catenin knockout viability, CellTiter-Glo, 60 h; active compounds read low | viability, % at 10 µM | 140,000 compounds, 1.5% hits | AID 818, 2007;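 active = viability at or under a set limit, the compound median less 4 SD, cut at about 6% in these data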;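 note: 0% = Hyamine 1622 control at 20 µM and 100% = untreated cell control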
Yeast growth inh: growth inhibitors of yeast BB579 in restrictive medium, primary screen, yeast lifespan-shortening project, S. cerevisiae; OD615, 48 h; inhibition, % at 10 µM; 140,000 compounds, 0.51% hits;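 active = inhibition above a set limit, 3 SD over the mean compound inhibition, cut at about 44% in these data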; note: inactives centre near -24
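Test system: Saccharomyces cerevisiae DeaD strain BB579, replicative lifespan model yeast | Buffer or medium: Restrictive CSMM-D medium | Doses: One dose, 10 µM compound with 0.25% DMSO | Incubation: 48 h exposure, 30 °C | Detection: Culture absorbance at 615 nm | Control set: Amphotericin B at 10 µg/mL as positive control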
GALR2 blocker: GALR2 antagonists in receptor-expressing cells, primary screen; Galanin receptor type 2 (Homo sapiens), O43603; antagonist mode; inhibition, % at 4 µM; 140,000 compounds, 0.39% hits; AID 828, 2007; in the data active = inhibition above about 27%;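 note: cells stimulated with galanin 1-16 at roughly its EC80; 0% = agonist challenge control and 100% = basal control without agonist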
Target sequence (O43603 whole entry, looked up): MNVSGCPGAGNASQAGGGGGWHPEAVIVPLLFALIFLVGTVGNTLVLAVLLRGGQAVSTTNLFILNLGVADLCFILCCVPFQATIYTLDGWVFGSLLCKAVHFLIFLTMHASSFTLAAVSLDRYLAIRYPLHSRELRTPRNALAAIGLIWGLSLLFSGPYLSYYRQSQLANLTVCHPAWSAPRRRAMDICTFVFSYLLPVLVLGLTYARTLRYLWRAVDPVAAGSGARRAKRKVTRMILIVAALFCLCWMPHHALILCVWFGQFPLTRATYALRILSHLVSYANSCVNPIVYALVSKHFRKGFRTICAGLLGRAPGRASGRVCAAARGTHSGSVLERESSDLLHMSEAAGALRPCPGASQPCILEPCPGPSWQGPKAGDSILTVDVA
E-sel TNF inh: E-selectin induction blockers in HUVEC – imaging, immunofluorescence, high content, primary screen | HUVEC TNFa-induced E-selectin immunofluorescence | inhibition, % at 2 µM | 120,000 compounds, 0.71% hits;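 active = inhibition above the batch mean plus 3 SD, and confirmed as a hit on visual image review, cut at about 43% in these data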;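 note: 0% = TNF-stimulated DMSO wells and 100% = unstimulated control wells; not every result past the cut was called active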
NPY Y2 blocker: NPY-Y2 receptor antagonists, primary screen, cell-based | inhibition, % at 2.7 µM | NPY-Y2 expressing cells, antagonist mode | 140,000 compounds, 0.99% hits | AID 793, 2007; in the data active = inhibition above about 17%;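 note: 0% = vehicle with agonist challenge and 100% = reference antagonist with challenge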
Target sequence (P49146 whole entry, looked up): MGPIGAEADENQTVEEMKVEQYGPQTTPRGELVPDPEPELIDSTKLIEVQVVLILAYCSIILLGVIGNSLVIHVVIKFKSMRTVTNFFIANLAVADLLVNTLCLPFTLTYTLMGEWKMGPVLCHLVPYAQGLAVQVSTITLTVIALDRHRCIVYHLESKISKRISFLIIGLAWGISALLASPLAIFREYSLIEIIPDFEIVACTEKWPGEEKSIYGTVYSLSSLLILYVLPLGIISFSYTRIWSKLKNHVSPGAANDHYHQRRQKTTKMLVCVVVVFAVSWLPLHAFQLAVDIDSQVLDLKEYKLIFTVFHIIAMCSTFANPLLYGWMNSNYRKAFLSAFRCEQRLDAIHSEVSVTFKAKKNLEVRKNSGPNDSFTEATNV
Measles CPE: compounds protecting cells from measles virus cytopathic effect, primary screen, measles RdRp inhibitor project, single point, MLSMR library, absorbance | Measles virus-infected cells, CPE protection | protection (pct of control), % at 4 µM | 140,000 compounds, 1.5% hits | AID 841, 2007; in the data active = protection mostly above about 24%, no sharp cut-off; inactive = mostly below about 26%; note: some compounds called inactive have numbers as strong as hits
An asterisk follows results filed as active; x = not tested or not shown. No enrichment for hits. About 6.1% of those tested had a hit in this group.

nr	mol	E-sel TNF inh	Yeast growth inh	NPY Y2 blocker	HCT116 PTEN-null	HCT116 bCat-KO	GALR2 blocker	Phagocyt inh	MRP-1 activ	Measles CPE	Yeast lifespan up
1	Cc1ccc(S(=O)(=O)N(C(=O)c2ccncc2)c2ccc(OC(=O)c3ccncc3)c3ccccc23)c(C)c1	-12	-70	16	78	75	10	-2	2.0	5	37*
2	COc1cccc(CN2C(=O)N(C(C)C)C(N(O)C(=O)NC(C)C)C2(C)C)c1OC (centres undefined)	24	-25	3	97	93	-14	x	-0.7	5	-1
3	CCCOc1ccc(C2C(=O)N(C3CCCCC3)CC(=O)N2CCCOCC)cc1OC (centres undefined)	18	-21	1	87	86	-10	0	-2.2	5	-4
4	CC1N=C2c3ccccc3N=C(SCc3cc(=O)n4cc(Cl)ccc4n3)N2C1=O (centres undefined)	-1	-24	2	86	76	2	x	-0.6	17	-3
5	CCN(CC)CCN(Cc1cc2cc(C)cc(C)c2[nH]c1=O)C(=S)NCc1ccco1	5	-30	11	54	47	-3	-8	23*	8	18
6	O=S(=O)(c1cccc(-c2nnc(SC(F)F)n2-c2ccccc2)c1)N1CCCCC1	9	-38	5	85	70	-2	1	-1.0	22	-4
7	O=C(/C=C/c1cccc(OCc2ccccc2)c1)c1cccnc1	x	-24	4	0.7*	2.7*	-12	-5	-5.9	17	19
8	Cc1nc(CC(=O)c2c(C)cc(O)cc2O)cs1	x	-42	10	83	94	11	0	2.8	13	1
9	O=C(Nc1cccc(Cl)c1)N1CCN(c2ncccn2)CC1	7	-45	1	95	86	2	x	-0.5	32	-17
10	CCn1nccc1C(=O)Nc1nc2ccccc2n1CCN1CCCCC1	-10	-56	7	79	84	8	0	-1.5	10	-8
11	CC(=O)c1cccc(NC(=O)C2CCN(S(C)(=O)=O)CC2)c1	10	-35	2	89	101	-9	9	-0.8	1	-14
12	CC(C)Oc1ccc(C2CNC(=O)C2)cc1 (centres undefined)	x	-12	x	99	96	x	0	-0.5	12	-2
13	COc1cccc(C(=O)CSc2nnc(-c3cc(OC)c(OC)c(OC)c3)o2)c1	x	-62	1	95	102	-8	0	-0.7	20	-5
14	O=S(=O)(c1ccccc1)N1CCn2c(nc3ccccc32)C1	x	7	2	99	103	3	0	-0.3	12	-8
15	COc1ccc2[nH]c3c(=O)n(Cc4ccco4)cnc3c2c1	5	-13	3	95	99	-14	0	-4.2	4	-21
16	Cc1ccc(C(=O)N(Cc2ccccc2)C(C)(C)C)cc1C	-2	-60	4	68	72	-6	-3	-2.4	10	11
17	CCCCc1ccc(-c2csc(/C(C#N)=C/c3ccc(C)o3)n2)cc1	-44	-21	4	76	86	-3	-1	1.4	1	5
18	CCc1nnc(NS(=O)(=O)c2ccc(NC(=O)c3cc4ccccc4oc3=O)cc2)s1	x	-9	1	97	104	6	-7	-1.9	5	-2
19	CCc1cc(=O)oc2cc(OCC(=O)O)c(Cl)cc12	0	-27	4	98	103	-6	2	0.1	10	-15
20	O=C(CSc1nnc(-c2cccs2)n1-c1ccccc1)N1CCN(C(=O)c2ccco2)CC1	5	-7	2	99	97	7	-2	-1.8	6	1
21	CSc1ncccc1C(=O)NCc1ccc(C)cc1	-22	-10	7	100	108	3	1	0.4	8	-16
22	COc1cccc(CNC(=O)C2CCN(S(=O)(=O)c3cnc[nH]3)CC2)c1	0	-7	1	91	94	1	-3	-1.2	20	12
23	CCCNC(=O)COC(=O)c1ccccc1OCC(=O)Nc1ccc(Br)cc1	-22	-59	6	94	92	4	6	-2.6	0	7
24	Cc1cc(C)cc(NC(=O)CC23CC4CC(C2)CC(n2nnc(C)n2)(C4)C3)c1	x	-3	6	84	84	8	-10	-3.2	7	2
25	COc1ccc(CCNC(=O)CSc2ccc(-c3ccccc3)nn2)cc1	x	-19	4	94	87	-4	-8	-0.1	12	1
26	COc1cccc(C2=NOC(C(=O)Nc3ccccc3SC)C2)c1 (centres undefined)	8	-9	-1	103	93	10	-1	-1.7	28	-17
27	COC(=O)c1ccc(CNC(=O)CNc2cc(C(F)(F)F)ccc2N2CCOCC2)cc1	x	-29	2	85	96	-5	-1	-1.5	8	-7
28	S=C(Nc1ccc(Cl)cc1Cl)N1CCOCC1	19	-18	1	91	94	-12	-9	-1.2	1	-2
29	Cn1c2c(c(=O)c3ccccc31)CCC(C)(C)O2	x	-21	1	91	81	2	-4	-1.1	12	8
30	COc1ccc(N2CCN(C(=O)CSc3nnc(-c4ccc5[nH]c(C)c(C)c5c4)o3)CC2)cc1	x	-12	1	82	89	9	-1	-0.2	2	-13
31	c1ccc(CN2CCC3(CC2)Nc2ccccc2CO3)cc1	-12	-4	1	89	96	-1	-1	-4.2	8	-20
32	CC1=CC(C)(C)N=C(Nc2ccc(C)cc2)S1	x	-11	6	74	81	19	0	-3.9	4	-12
33	O=C1CN(C(=O)c2cc3ccccc3oc2=O)C(c2ccc(F)cc2)c2cc(Br)ccc2N1 (centres undefined)	-2	-1	4	83	91	0	x	-1.8	8	3
34	CCOC(=O)C1C(=O)Nc2nc3ccccc3n2C1C(C)C (centres undefined)	-3	-4	5	95	95	-8	0	-2.1	8	-2
35	Cc1ccc(N2C(=O)CS/C2=C(\C(Cl)=C(Cl)Cl)[N+](=O)[O-])cc1	10	-9	0	89	90	-5	0	-3.6	2	-9
36	Cc1cccc(NS(=O)(=O)c2ccc(Br)s2)n1	-6	-38	-1	97	88	-1	-2	-3.4	8	-2
37	O=C(COC(=O)Cn1[nH]c(=O)c2ccccc2c1=O)Nc1ccc2c(c1)OCO2	-2	-17	1	100	108	2	-1	0.2	10	-11
38	Nc1nc(-c2ccccc2)cc(C(F)(F)F)n1	9	-8	4	99	109	5	-1	-0.8	3	-30
39	COC(=O)[C@@H](NC(=O)O[C@@H]1C(=O)c2ccc(OC)cc2O[C@H]1c1cccc(C(F)(F)F)c1)C(C)C	-23	-30	-1	63	78	-14	x	-0.6	7	13
40	COc1ccc(C2C3=C(CCCC3=O)Nc3c(-c4ccccc4)c(C)nn32)cc1 (centres undefined)	17	-46	-2	66	71	11	-3	-4.1	7	-10
41	CCOC(=O)CSc1nc2cc3c(cc2cc1C#N)OCO3	x	1	2	78	79	4	0	-1.7	9	-18
42	Clc1ccccc1OCCn1cnc2ccccc21	x	-12	0	98	111	-1	0	2.5	5	15
43	CCOCCCNC(=S)NCCNc1nc2ccc(C)cc2cc1C#N	x	-12	3	92	87	4	-6	-1.0	55*	1
44	CCOC(=O)c1ccc(NC(=O)CSc2nnc(COc3ccccc3)n2C)cc1	5	-76	4	110	96	6	4	-0.4	24	-10
45	COc1cccc(CN2C(=O)c3cccc(N)c3C2=O)c1	x	-27	5	99	100	31*	-1	0.1	5	-5
46	Cc1nnc2n(Cc3ccccc3)c(=O)c3c4c(sc3n12)COC(C)(C)C4	14	-72	4	97	100	7	0	-1.5	5	-6
47	O=C(CSc1nnc2scc(-c3ccccc3)n12)Nc1ccc2c(c1)OCCO2	-24	-47	1	97	91	12	-1	-2.5	6	-17
48	CCCCC(=O)Nc1ccc(Br)cn1	7	-45	-1	84	88	10	0	0.0	7	-21
49	Cc1ccc2[nH]c(=O)c(CN(CCCN(C)C)C(=O)Nc3ccc(Cl)cc3)cc2c1	-18	-1	4	16	15	2	0	-5.7	5	-5
50	O=C(/C=C/c1ccccc1)NC(=S)Nc1ccc2c3c(cccc13)CC2	x	-12	3	93	85	10	-5	-2.6	19	3
51	CCN(CC)CC(C(=O)N(CC)CC)P(=O)(c1ccccc1)c1ccccc1 (centres undefined)	30	8	1	76	59	-3	1	-0.6	9	-13
52	O=S(=O)(c1ccc(Br)cc1)n1ccc2ccccc21	15	-30	1	77	75	6	x	-3.0	13	-23
53	CCn1c2ccccc2c2cc(/C=N/NC(=O)c3ccc(O)cc3)ccc21	x	-23	5	34	29	-13	-1	-4.9	10	-7
54	CCOC(=O)C1=C(C)N(CCCC(=O)O)C(=O)NC1c1ccc([N+](=O)[O-])cc1 (centres undefined)	-7	12	-1	96	101	-12	x	-0.8	14	-1
55	COc1cc(OC)c(S(=O)(=O)Nc2ccc(C)cn2)cc1NC(C)=O	x	-6	2	99	98	6	-9	-1.4	27	-1
56	CC(C)(Oc1cccc2ccccc12)C(=O)O	-9	-45	4	100	86	-8	-2	-1.0	14	0
57	Cc1cc(OCC(=O)NC2CCCCC2)ccc1Cl	x	4	3	90	90	-5	-2	1.7	6	-4
58	O=S(=O)(c1ccccc1)c1cnn2c(C(F)(F)F)cc(-c3ccc(F)cc3)nc12	-20	-76	4	108	93	4	x	-1.5	13	-7
